# From PubChem BioAssay
# MazEF act: activators of E. coli MazEF toxin-antitoxin RNase | P0AE70 | AID 504720 | FAM/BHQ RNA-DNA oligo cleavage fluorescence, 5 h | activation, % at 20 µM | actives 0.32% (n = 350,000); in the data active means activation above about 50%
# Target sequence (P0AE70 whole entry, looked up): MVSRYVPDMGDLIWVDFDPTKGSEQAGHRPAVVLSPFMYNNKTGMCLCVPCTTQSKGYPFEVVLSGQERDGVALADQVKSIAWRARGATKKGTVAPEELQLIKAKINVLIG
# DUSP3 inh: inhibitors of human VHR1 phosphatase (DUSP3); AID 1654; P51452; recombinant VHR phosphatase, pNPP absorbance; actives 0.52% (n = 290,000); inhibition, % at 13.3 µM; in the data active means inhibition above about 50%; further: some compounds called inactive have numbers as strong as hits
# Target sequence (P51452 whole entry, looked up): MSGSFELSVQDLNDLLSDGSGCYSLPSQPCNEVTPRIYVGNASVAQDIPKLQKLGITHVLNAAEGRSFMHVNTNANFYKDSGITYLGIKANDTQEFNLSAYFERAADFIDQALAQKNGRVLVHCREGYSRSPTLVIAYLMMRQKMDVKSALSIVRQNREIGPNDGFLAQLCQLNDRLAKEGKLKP
# TcdB GH inh: blocks C. difficile toxin B glycohydrolase activity; P18177; TcdB glycohydrolase enzymatic assay, plate reader; inhibition, % at 9.99 µM; actives 0.24% (n = 350,000); in the data active means inhibition above about 10%
# PrPC TRFRET: inhibitors of human cell surface prion protein PrPC; P04156; TR-FRET read-out; inhibition, % at 13.8 µM; actives 0.43% (n = 370,000); AID 720596; in the data active means inhibition above about 24%; further: 0% = median of the test wells and 100% = reference compound wells
# Rv3671c protease: Rv3671c (M. tuberculosis) protease inhibition; P9WHR9; inhibition, % at 5.96 µM; actives 0.048% (n = 320,000); in the data active means inhibition above about 38%;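 further: extracellular domain of Rv3671c used as enzyme; 0% = enzyme with DMSO and 100% = no enzyme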
# Target sequence (P9WHR9 whole entry, looked up, the tested form may be a part): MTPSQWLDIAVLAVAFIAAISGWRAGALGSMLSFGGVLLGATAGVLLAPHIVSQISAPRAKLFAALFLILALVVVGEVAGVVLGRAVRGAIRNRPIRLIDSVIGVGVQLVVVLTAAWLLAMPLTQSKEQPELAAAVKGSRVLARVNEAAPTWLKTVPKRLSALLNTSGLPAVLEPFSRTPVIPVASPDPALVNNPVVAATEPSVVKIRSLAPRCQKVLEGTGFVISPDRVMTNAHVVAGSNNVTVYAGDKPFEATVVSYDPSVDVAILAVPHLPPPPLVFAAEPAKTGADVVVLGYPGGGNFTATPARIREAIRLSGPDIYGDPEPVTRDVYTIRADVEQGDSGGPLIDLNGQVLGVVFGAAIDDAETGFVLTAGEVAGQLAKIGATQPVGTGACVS
# CCHFV vOTU inh: CCHFV vOTU protease inhibition. Pep-AMC fluorescence. inhibition, % at 11.5 µM. actives 0.55% (n = 370,000). AID 651958; in the data active means inhibition above about 30%; further: 0% = vehicle wells with enzyme and 100% = no enzyme wells
# Y pestis TopoI: Y. pestis Topo-I inhibition via cleavage products. Y. pestis Topo-I cleavage product accumulation, plate reader. activity, % at 10 µM. actives 0.064% (n = 360,000). AID 504884; in the data active means activity above about 50%, passing the limit was not always enough; further: inactives centre near 2
# SARS 3CLpro inh: SARS-CoV 3CLpro protease inhibition | recombinant SARS-CoV 3CLpro, quenched FRET peptide cleavage | inhibition, % at 6 µM | actives 0.14% (n = 290,000); in the data active means inhibition above about 12%
# PriA SSB inh: K. pneumoniae PriA-SSBct interaction inhibition | AID 1272365 | inhibition, % at 33 µM | AlphaScreen SSBct-PriA binding, biotinylated peptide | actives 0.6% (n = 430,000); in the data active means inhibition mostly above about 37%, no sharp cut-off; inactive means mostly below about 20%;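 further: plate controls were negative control peptide for no effect and reference peptide for full effect; strong numbers were not always called active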
# Vc quorum ag: inducers of Vibrio cholerae quorum light production without autoinducers; V. cholerae BH1578 lux reporter, luminescence, 6 h; activation, % at 18.7 µM; actives 0.16% (n = 350,000); in the data active means activation mostly above about 9.7%, no sharp cut-off; further: not every result past the cut was called active; inactives centre near 0; reference of the scale not given here
# An asterisk follows results filed as active; i = inactive; . = not tested or not shown; & = joins results of further samples.
SMILES,MazEF act,DUSP3 inh,TcdB GH inh,PrPC TRFRET,Rv3671c protease,CCHFV vOTU inh,Y pestis TopoI,SARS 3CLpro inh,PriA SSB inh,Vc quorum ag
C=CCn1c(SCC(=O)N2CCc3ccccc3C2)nc2ccccc2c1=O,-4,0,.,1,-2,-9,42,-5,6,-0.6
CC(=O)Cc1nsc(NC(=O)c2ccc(-c3cc(C(F)(F)F)ccc3Cl)o2)n1,4,3,.,7,-8,-1,3,-14,-7,-1.4
C/C(Cl)=C/Cn1c(=O)c2c(nc(Br)n2Cc2ccccc2)n(C)c1=O,3,-4,.,3,-5,2,9,7,-14,-0.6
CCn1c(Cc2c(C)[nH]c3ccccc23)nnc1SCC(N)=O,5,1,0.9,8,5,3,11,0,-17,1.6
CCC1CN(C(=O)N2CCC(C(=O)NCc3ccc(C)o3)CC2)c2cc(C)ccc2O1 (stereo not given),-5,6,1.5,11,-5,18,25,-1,-1,-0.3
Cc1cccc(NC(=O)CCc2nc3sc4c(c3c(=O)[nH]2)CCCC4)n1,-22,.,1.7,-6,-6,7,0,.,-2,-5.0
CN(C)C1(CNC(=O)C2CCN(S(=O)(=O)c3cc(Cl)ccc3Cl)CC2)CCCCC1,9,5,1.2,-9,17,-2,8,5,-2,-0.2
O=C(NCc1ccccc1)c1cc(-n2cnnc2)ccc1Cl,5,-10,.,-3,-1,6,10,-2,-18,i
CSc1nc2[nH]c3c(c2c2nncn12)CC(C)(C)OC3,-12,0,.,-8,5,15,-1,-3,6,0.9
O=C(NC(CSCc1ccccc1)C(=O)N/N=C/c1ccc(O)cc1O)c1ccc([N+](=O)[O-])cc1 (stereo not given),-1,13,.,4,4,15,-3,1,.,i
CC(C(=O)c1c[nH]c2ccccc12)N1CCSCC1 (stereo not given),1,32,.,-1,-8,5,-8,0,-27,i
CCO[C@@H]1OC(C(=O)Nc2ccccc2)=C[C@H](C)[C@H]1CCCO,7,.,0.7,-1,6,-7,-4,.,4,-1.7
COC(=O)C(NS(C)(=O)=O)(c1c(C)[nH]c2ccccc12)C(F)(F)F (stereo not given),-4,17,.,1,0,-2,8,1,-4,i
COc1ccc(OCCCCN(C)Cc2ccccc2)cc1,-3,14,0.2,-6,3,6,10,-1,-1,i
COc1cccc(C2CC(c3ccccc3OC)n3nc(N)nc3N2)c1 (stereo not given),-2,21,0.0,-7,-2,15,12,-2,-2,i
CC(=O)c1cc(C#N)c(Oc2cccc(C(F)(F)F)c2)nc1C,7,32,.,7,2,10,1,4,-6,i
O=C(N[C@@H](Cc1ccccc1)C(=O)OCc1ccccc1)c1nc[nH]c1C(=O)NC(c1ccccc1)c1ccccc1,1,10,0.2,9,-44,14,0,2,-7,i
COc1ccc(C(=O)Nc2nccs2)cc1,3,4,0.1,1,4,-12,-6,0,-18,i
CCOC(=O)c1sc(NC(=O)c2cc3n(n2)C(C(F)(F)F)CC(c2cccs2)N3)c(C(=O)OCC)c1C (stereo not given),-13,-4,.,1,-1,5,1,0,-19,0.4
CCOc1ccc(CNC(=O)CCC(=O)N2Cc3cccc(OC)c3Oc3ncccc32)cc1,1,21,1.4,-2,5,5,13,3,-14,-0.2

# Gathered by group, the entries above with an aryl methoxy group
SMILES,MazEF act,DUSP3 inh,TcdB GH inh,PrPC TRFRET,Rv3671c protease,CCHFV vOTU inh,Y pestis TopoI,SARS 3CLpro inh,PriA SSB inh,Vc quorum ag
COc1ccc(OCCCCN(C)Cc2ccccc2)cc1,-3,14,0.2,-6,3,6,10,-1,-1,i
COc1cccc(C2CC(c3ccccc3OC)n3nc(N)nc3N2)c1 (stereo not given),-2,21,0.0,-7,-2,15,12,-2,-2,i
COc1ccc(C(=O)Nc2nccs2)cc1,3,4,0.1,1,4,-12,-6,0,-18,i
CCOc1ccc(CNC(=O)CCC(=O)N2Cc3cccc(OC)c3Oc3ncccc32)cc1,1,21,1.4,-2,5,5,13,3,-14,-0.2

# (continued)
SMILES,MazEF act,DUSP3 inh,TcdB GH inh,PrPC TRFRET,Rv3671c protease,CCHFV vOTU inh,Y pestis TopoI,SARS 3CLpro inh,PriA SSB inh,Vc quorum ag
Cc1ccn2c(NC3CCCC3)c(-c3cccs3)nc2c1,3,26,-6.8,7,-1,-9,16,-1,7,i
COC(=O)c1[nH]c2ccccc2c1NC(=O)CN1CCC(C(N)=O)(N2CCCCC2)CC1,-8,-18,.,-4,-7,4,7,-3,-14,1.4
COc1cc(NC2c3ccccc3C(=O)N2Cc2ccc3c(c2)OCO3)cc(OC)c1OC (stereo not given),12,34,0.0,-11,-1,1,2,0,-5,-1.3
COc1ccc(C(=O)Nc2cccc(/C=C/c3nc4ccccc4c(=O)[nH]3)c2)cc1,7,31,0.8,-12,-94,-8,5,-1,3,-1.2
Cn1nc(C(F)(F)F)c2cc(NC(=O)OCc3ccc(F)cc3)sc21,10,13,.,6,-1,9,0,4,-22,0.7
COc1ccccc1-c1cc(C(F)(F)F)nc(NCc2ccco2)n1,-3,35,.,3,-9,14,9,4,-22,3.2
CCOC(=O)N1CCC(NC(=O)Cc2ccccc2)CC1,-4,9,0.1,3,6,4,-1,0,-19,0.7
O=C(Nc1ccccc1)c1nnsc1S(=O)c1ccc(Cl)cc1 (stereo not given),-3,3,.,5,-8,-3,12,5,-23,i
COc1ccccc1CNC(=O)C1CCN(C(=O)N(C)C)CC1,-6,-8,.,-1,4,-1,3,-1,-8,-0.4
O=C(CN1C(=O)NC2(CCCCC2)C1=O)Nc1cccc(Cl)c1Cl,2,.,0.7,-3,-5,-7,12,.,-14,i

# 3 compounds already listed, ordered by molecular weight, rising:
SMILES,MazEF act,DUSP3 inh,TcdB GH inh,PrPC TRFRET,Rv3671c protease,CCHFV vOTU inh,Y pestis TopoI,SARS 3CLpro inh,PriA SSB inh,Vc quorum ag
COc1ccccc1CNC(=O)C1CCN(C(=O)N(C)C)CC1,-6,-8,.,-1,4,-1,3,-1,-8,-0.4
COc1ccccc1-c1cc(C(F)(F)F)nc(NCc2ccco2)n1,-3,35,.,3,-9,14,9,4,-22,3.2
COC(=O)c1[nH]c2ccccc2c1NC(=O)CN1CCC(C(N)=O)(N2CCCCC2)CC1,-8,-18,.,-4,-7,4,7,-3,-14,1.4

# The list goes on.
SMILES,MazEF act,DUSP3 inh,TcdB GH inh,PrPC TRFRET,Rv3671c protease,CCHFV vOTU inh,Y pestis TopoI,SARS 3CLpro inh,PriA SSB inh,Vc quorum ag
C(/CCc1ccccc1)=N\Nc1nc2ccccc2[nH]1,11,27,-7.1,-1,10,1,4,0,.,-0.3
O=C(Nc1ccc(Cl)c(Cl)c1)Nc1ccon1,-4,32,1.4,15,-31,-5,5,8,-18,i
O=C(C(Cc1ccccc1)n1cccc1)N1CCN(C2CCCCC2)CC1 (stereo not given),13,2,-0.4,-9,0,-5,0,-2,13,-1.2
CC1=CSC2=NC(C(F)(F)F)(C(F)(F)F)NC(=O)N12,9,-5,1.3,-2,8,4,-11,-4,-5,i
CCC(=O)N1N=C(c2ccccc2)CC1c1ccccc1 (stereo not given),0,6,-0.2,2,-3,-8,3,5,-6,-0.8
CC(=O)Nc1ccc(NC(=O)c2ccccc2Br)cc1,.,.,1.2,-6,.,-1,7,.,.,-1.1
COc1ccc([N+](=O)[O-])cc1-n1cnnn1,0,11,-2.6,-26,9,3,-10,1,-12,-2.2
CCOC(=O)Nc1ccc2c(c1)N(C(=O)CN1CCN3CCCC3C1)c1ccccc1CC2 (stereo not given),8,-2,.,-8,-2,-5,4,2,-11,i
CC(NC(=O)COc1ncnc2cc([N+](=O)[O-])ccc12)c1ccccc1 (stereo not given),7,-4,.,-42,-1,6,-9,-2,-10,i
CCC(=O)N1N=C2C3CCN(CC3)C2C1c1ccc(C)cc1 (stereo not given),-2,0,1.7,-1,-1,4,-3,1,-17,-0.6
Cc1ccc(NC(=O)CSc2nc3ccccc3c(=O)n2CC2CCCO2)cc1 (stereo not given),1,-2,0.1,2,-7,15,9,-1,5,i
CC(=O)NC(c1ccccc1)c1cccnc1 (stereo not given),-5,6,.,5,3,9,3,-5,-3,-2.1
CC1(c2ccc(OC(F)F)cc2)NC(=O)N(CC(=O)Nc2ccc(F)cc2)C1=O (stereo not given),3,-8,2.4,-14,-1,3,-12,1,-8,0.6
O=C(Nc1ccccc1)c1ccccc1NC(=O)c1ccccc1[N+](=O)[O-],-1,.,1.3,-16,0,-3,0,.,0,-0.2
CCCOc1ccc(C(=O)CCC(=O)NNC(=O)Cn2nc(C)cc2C)cc1,7,.,0.9,-1,-4,6,5,.,6,-0.4
N=c1oc2ccccc2cc1-c1nc(-c2ccccc2)cs1,-28,7,0.6,-1,-38,-6,1,-4,-11,-0.6
CCn1c2ccccc2c2cc(NC(=O)COc3ccccc3)ccc21,4,6,-0.6,11,5,7,-6,3,-17,-0.3
COc1cccc(C(CC(=O)NCc2ccco2)NS(=O)(=O)c2ccc(C)cc2)c1OC (stereo not given),-4,-25,.,6,6,-2,-2,-6,-3,0.9
CCCCNC(=O)Nc1cc(C(F)(F)F)c[nH]c1=O,4,-1,.,-4,3,0,-14,-2,-8,i
c1ccc(Nc2ccccn2)cc1,2,13,.,-4,-4,-9,-5,-1,-7,i
Cc1onc(-c2ccccc2)c1C(=O)N1CCN(c2ccccc2F)CC1,9,2,0.7,-2,0,7,4,-4,0,i
COc1ccccc1OCCNc1cc(N2CCOCC2)ccc1[N+](=O)[O-],6,-15,1.0,-23,-6,2,13,-3,-9,-0.6
Cc1ccc(C(=O)NCC(=O)Nc2cccc(S(=O)(=O)NC3=NCCCCC3)c2)cc1C,8,22,0.1,10,-3,11,15,1,-1,-0.3
COc1ccc(C2=NOC(C(=O)N3CCCc4ccccc43)C2)cc1 (stereo not given),2,18,.,-8,4,-7,10,0,-7,-1.0
COc1cccc(CNC(=O)C2CC(=O)N(C3CCCCC3)C2)c1 (stereo not given),0,6,-0.7,3,-13,6,-9,-2,-13,-0.3
COc1cc(NC(=O)c2cc3nc(-c4ccccc4)cc(-c4ccccc4)n3n2)cc(OC)c1OC,-6,20,.,3,-17,-11,4,0,-14,-0.4
O=[N+]([O-])c1cccc(S(=O)(=O)Nc2ccc3cn[nH]c3c2)c1,2,.,1.2,-9,-6,8,-9,.,8,-1.4
O=C(c1ccco1)N1CCN(C(=O)N2c3ccccc3Sc3ccccc32)CC1,-2,-11,1.9,10,-9,-9,43,2,14,i
Cc1ccc(C)c(N2CCN(C(=O)c3ccccc3Br)CC2)c1,7,.,.,6,-3,13,35,1,-6&-7,i
Cc1ccc(C(=O)NCC(=O)OCC(=O)NC(C)C2CC3CCC2C3)cc1 (stereo not given),-21,.,2.1,2,.,1,2,.,-1,-1.4
CCN(CC(=O)Nc1cccc(C#N)c1)CC(=O)Nc1cccc(OC)c1,-14,38,-0.2,1,0,2,9,4,-4,0.2
COc1ccc(CN2CC34C=CC(O3)C(C(=O)O)C4C2=O)cc1 (stereo not given),12,-12,1.9,-6,-2,4,-8,3,-2,0.9
CCOc1ccc(CCNC(=O)CCN2C(=O)COc3ccccc32)cc1OCC,8,38,.,-8,7,11,14,-2,-1,-4.8
CC1CN(C(=O)COC(=O)CSc2ccc([N+](=O)[O-])cc2)CC(C)O1 (stereo not given),-7,.,1.5,0,.,29,-2,.,-4,-0.5
CCC1=Nc2cc(C(=O)NCCN3CCCC3)ccc2Sc2ccccc21,14,58*,-0.5,-7,-2,14,-14,-1,1,-0.4
C[C@H](CO)N1C[C@H](C)[C@@H](CN(C)C(=O)NC2CCCCC2)Oc2ccc(NS(=O)(=O)c3ccc(F)cc3)cc2C1=O,5,.,-18&1.1&2.0,4,2,12,15,.,-7,-0.5
CC(=O)Oc1ccc(N2C(=O)CCC2=O)cc1,2,-8,.,2,-8,14,3,-1,-8,.
CCCC(NC(=O)CCc1c(C)c2cc3c(C)c(C)oc3cc2oc1=O)C(=O)NC(Cc1ccc(Cl)cc1)C(=O)O (stereo not given),.,.,-9.6,3,.,-26,32,.,.,-0.5
COc1cccc(CC(=O)Nc2nc(-c3cccnc3)cs2)c1,6,-7,0.0,11,-10,-9,0,4,4,i
CCC(C)(C)n1nnnc1C(c1cccs1)N1CCN(c2nc3ccccc3s2)CC1 (stereo not given),-3,-8,.,-2,1,4,7,2,4,i
C/C(=N\NC(=O)COc1ccccc1-c1ccccc1)c1ccc(O)cc1O,2,30,1.9,22,16,9,10,1,.,-3.7

# These rows are one share of the data; rates above refer to the full screens.
